CRFBP-R2 block = antagonists of CRF-BP/CRF-R2 complex, primary screen, cell-based, HEK293, calcium dye fluorescence, uHTS; hit rate 0.59% among 350,000; CRF-induced calcium fluorescence; inhibition, % at 11.8 µM;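 active means inhibition of the ligand-induced calcium signal above about 50% at the single tested concentration, limit read from the data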
M1 PAM = human M1 muscarinic receptor positive allosteric modulators, primary screen, CHO-K1 cells, Fluo-8 calcium fluorescence, 1536-well | Muscarinic acetylcholine receptor M1 (Homo sapiens), P11229 | CHO-K1 hM1, ACh EC20; 0% = ACh EC20, 100% = maximal ACh | activation, % at 3 µM | hit rate 0.088% among 360,000 | AID 588819, 2011; in the data active means activation above about 19%, passing the limit was not always enough
M4 PAM = human M4 muscarinic receptor positive allosteric modulators, primary screen, CHO-K1 cells, Fluo-8 calcium fluorescence. Muscarinic acetylcholine receptor M4 (Homo sapiens), P08173. CHO-K1 hM4/Gqi5, ACh EC20; 0% = ACh EC20, 100% = maximal ACh. activation, % at 3 µM. hit rate 0.4% among 360,000. AID 624126, 2012;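 active means activation above its plate's cutoff, the mean activation of sample wells plus 3 SD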; further: some results filed as inactive read as strong as hits
Target sequence (P08173 whole entry, looked up): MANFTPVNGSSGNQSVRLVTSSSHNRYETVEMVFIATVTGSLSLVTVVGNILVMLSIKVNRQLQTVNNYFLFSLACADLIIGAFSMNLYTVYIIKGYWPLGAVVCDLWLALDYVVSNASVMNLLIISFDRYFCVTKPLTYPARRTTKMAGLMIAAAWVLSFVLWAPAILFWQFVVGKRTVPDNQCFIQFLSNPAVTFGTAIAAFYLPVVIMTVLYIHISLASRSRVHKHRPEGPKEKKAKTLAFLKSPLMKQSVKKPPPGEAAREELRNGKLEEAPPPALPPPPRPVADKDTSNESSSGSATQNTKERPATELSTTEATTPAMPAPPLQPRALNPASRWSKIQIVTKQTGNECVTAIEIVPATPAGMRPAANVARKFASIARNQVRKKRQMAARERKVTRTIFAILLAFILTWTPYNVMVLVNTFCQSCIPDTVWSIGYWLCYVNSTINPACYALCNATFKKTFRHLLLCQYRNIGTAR
M5 antag = human M5 muscarinic receptor antagonists, primary screen, CHO cells, Fluo-8 calcium fluorescence; Muscarinic acetylcholine receptor M5 (Homo sapiens), P08912; CHO-hM5 cells, ACh EC80; inhibition, % at 3 µM; hit rate 0.59% among 360,000; AID 624040, 2012;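 active means inhibition above a per-plate cutoff, the mean of that plate's test compounds plus 3 SD, cut at about 27% in these data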;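 further: 0% = acetylcholine EC80 with DMSO and 100% = DMSO without agonist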
Target sequence (P08912 whole entry, looked up): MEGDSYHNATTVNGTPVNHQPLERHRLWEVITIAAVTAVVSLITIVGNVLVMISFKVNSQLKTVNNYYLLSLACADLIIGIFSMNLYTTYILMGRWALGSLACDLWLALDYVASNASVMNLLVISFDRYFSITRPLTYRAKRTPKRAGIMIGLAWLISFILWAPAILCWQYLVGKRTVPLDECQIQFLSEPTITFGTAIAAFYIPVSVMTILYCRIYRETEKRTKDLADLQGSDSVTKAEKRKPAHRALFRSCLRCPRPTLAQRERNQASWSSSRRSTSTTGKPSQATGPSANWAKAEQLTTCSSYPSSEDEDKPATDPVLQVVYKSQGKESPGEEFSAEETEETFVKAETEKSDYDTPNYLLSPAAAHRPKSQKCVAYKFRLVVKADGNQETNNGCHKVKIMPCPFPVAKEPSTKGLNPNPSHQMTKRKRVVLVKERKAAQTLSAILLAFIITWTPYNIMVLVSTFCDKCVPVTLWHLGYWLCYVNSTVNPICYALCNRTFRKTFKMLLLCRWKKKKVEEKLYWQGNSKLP
CHRM5 PAM = human M5 muscarinic receptor positive allosteric modulators, primary screen, CHO-K1 cells, Fluo-8 calcium fluorescence; CHO-K1 hM5, ACh EC20 PAM; 0% = ACh EC20, 100% = ACh EC100; activation, % at 3 µM; hit rate 0.3% among 360,000; AID 624038, 2012;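 active means activation above the run cutoff, the mean activation of all test compounds plus 3 SD, cut at about 18% in these data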
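System – CHO-K1 hM5 cells · Compound – 3 µM, single dose · Incubation – compound preincubation 140 s before EC20 acetylcholine addition · Technique – Fluo-8 calcium fluorescence · Measure – Max/basal fluorescence ratio as % of EC20–EC100 ACh window · Benchmarks – low control EC20 acetylcholine (0%), high control EC100 acetylcholine (100%) · Replication – singlicate, one well per test compound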
CHRM4 antagonist = human M4 muscarinic receptor antagonists, primary screen, CHO cells, Fluo-8 calcium fluorescence; Muscarinic acetylcholine receptor M4 (Homo sapiens), P08173; CHO-hM4 cells, ACh EC80; inhibition, % at 3 µM; hit rate 0.73% among 360,000;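 active means inhibition above its plate's cutoff, the mean inhibition of sample wells plus 3 SD, cut at about 27% in these data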;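 further: 0% = acetylcholine EC80 with DMSO and 100% = DMSO without agonist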
CRFR2-BP ag = agonists of CRF-BP/CRF-R2 complex, primary screen, cell-based, HEK293, calcium dye fluorescence, uHTS; CRF-binding protein / CRF receptor 2 complex (human); activation, % at 13.2 µM; calcium dye fluorescence (FLIPR); percent of saturating CRF peptide response; AID 588473, 2011; hit rate 0.46% among 350,000;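 active means activation of at least 50%, plus an integration ratio under a set limit after plate pattern correction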;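 further: plate controls were neutral control wells without compound for no effect and CRF at EC100 for full effect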
CHRM5 agonist = human M5 muscarinic receptor agonists, primary screen, CHO-K1 cells, Fluo-8 calcium fluorescence. hit rate 0.19% among 360,000. CHO-K1 hM5 cells; 0% DMSO wells, 100% maximal acetylcholine response. AID 624037, 2012. activation, % at 3 µM. Muscarinic acetylcholine receptor M5 (Homo sapiens), P08912;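 active means activation above the run's mean over test compounds plus 3 SD, cut at about 23% in these data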;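 further: signal is peak over basal fluorescence ratio across the kinetic read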
CHRM4 agonist = human M4 muscarinic receptor agonists, primary screen, CHO-K1 cells, Fluo-8 calcium fluorescence. hit rate 0.14% among 360,000. activation, % at 3 µM. CHO-K1 hM4/Gqi5; vehicle 0%, full acetylcholine response 100%;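 active means activation above the run mean over all test wells plus 3 SD, cut at about 32% in these data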;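 further: peak over basal fluorescence ratio per well then scaled between controls; 0% = DMSO wells and 100% = acetylcholine at EC100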
An asterisk follows results filed as active; · = not tested or not shown. Compounds as they come. Share with any hit: about 2.6%.

1. CC(=O)Nc1ccc(Oc2ccc(-c3noc(C)n3)cc2)cc1
2. O=C(CCN1CCCCCC1)c1ccccc1
3. COc1ccc(CNC(=O)C2=C(C)C(=O)OC23CCC(C)CC3)cc1 (stereo unspecified)
4. COc1ccc(OC)c(NC(=O)NNC(=O)COc2ccc(-c3ccccc3)cc2)c1
5. CCOC(=O)N1CCc2c(sc(NC(=O)C3COc4ccccc4O3)c2C(N)=O)C1 (stereo unspecified)
6. Cc1ccc(C)c(N=Nc2ccc(O)c3ncccc23)c1
7. COc1cccc(N2CCN(CC(=O)NCc3cccs3)CC2)c1
8. O=C(NCCN1CCNC1=O)c1ccc2sc([C@@H]3O[C@H](CO)[C@H](O)[C@H](O)[C@H]3O)nc2c1
compound no.,1,2,3,4,5,6,7,8
CRFBP-R2 block,16,-1,16,-6,-12,24,3,·
M1 PAM,6,1,9,6,2,6,5,0
M4 PAM,9,-1,3,-2,2,9,0,3
M5 antag,1,-9,-3,-19,1,-5,-1,2
CHRM5 PAM,2,7,-9,9,-3,-2,3,1
CHRM4 antagonist,13,0,-28,2,-14,-9,-3,-7
CRFR2-BP ag,-0.4,1.2,0.8,-1.5,1.9,-1.8,-1.2,·
CHRM5 agonist,0,0,2,-1,3,1,-8,0
CHRM4 agonist,3,0,8,1,8,0,1,1

9. CCNc1ccc(C(=O)Nc2ccc3nc(C)sc3c2)cc1[N+](=O)[O-]
10. CCOC(=O)C1(Cc2ccccc2C)CCCN(Cc2cc(OC)c(O)c(OC)c2)C1 (stereo unspecified)
11. CC(O)(c1cccnc1)c1nc(-c2ccc3c(c2)OCO3)cs1 (stereo unspecified)
12. CC(C)Cn1c(CN2CCN(C(=O)c3ccco3)CC2)nc2c1c(=O)n(C)c(=O)n2C
13. O=C(NN=Cc1ccc([N+](=O)[O-])cc1)C1CC1
14. Cc1ccc2c(CN3CCN(CCO)CC3)cc(=O)oc2c1C
15. Cc1ccc(C(=O)CSc2nccn2-c2ccccc2)cc1
16. Cc1cc(C)cc(C(=O)OCC(=O)NC2CCCC2)c1
compound no.,9,10,11,12,13,14,15,16
CRFBP-R2 block,-4,5,·,-1,1,-1,21,7
M1 PAM,4,3,-1,2,10,-3,7,1
M4 PAM,-2,-10,1,-3,7,3,2,-1
M5 antag,-1,-2,3,14,6,4,-7,6
CHRM5 PAM,-4,-1,-4,1,14,-2,-2,-6
CHRM4 antagonist,0,0,-6,9,-19,6,-5,1
CRFR2-BP ag,-1.4,-2.6,·,-1.2,-4.5,-0.1,-2.0,-0.2
CHRM5 agonist,4,-4,7,-1,2,-2,-7,-3
CHRM4 agonist,0,0,7,0,1,1,0,5

Just CHRM5 agonist and CHRM4 antagonist, for three of the compounds above:
| cpd | compound | CHRM5 agonist | CHRM4 antagonist |
| --- | --- | --- | --- |
| 9 | CCNc1ccc(C(=O)Nc2ccc3nc(C)sc3c2)cc1[N+](=O)[O-] | 4 | 0 |
| 12 | CC(C)Cn1c(CN2CCN(C(=O)c3ccco3)CC2)nc2c1c(=O)n(C)c(=O)n2C | -1 | 9 |
| 16 | Cc1cc(C)cc(C(=O)OCC(=O)NC2CCCC2)c1 | -3 | 1 |

Next entries follow.
17. C=CCOc1ccc2nnc(C)n2n1
18. CC(=O)NCCc1nc2ccccc2n1CCOc1cccc(C)c1
19. COc1ccccc1C1SCCN1S(=O)(=O)c1ccccc1 (stereo unspecified)
20. CCCOC1CCCN(C(=O)c2ccc(OC3CCN(C(=O)COC)CC3)cc2)C1 (stereo unspecified)
21. CC(C(=O)N1CCOCC1)c1ccc([N+](=O)[O-])cc1 (stereo unspecified)
22. CCn1cc(C(=O)NCCCN2CCC(C)CC2)c(=O)c2cc(S(=O)(=O)N3CCCC3)ccc21
23. CCN(CC(=O)Nc1cccc(C(C)=O)c1)S(=O)(=O)c1ccc(OC)cc1
24. Cc1cc2nc(-c3ccccn3)c(-c3ccccn3)nc2cc1C
compound no.,17,18,19,20,21,22,23,24
CRFBP-R2 block,5,-4,108*,-9,5,-3,23,·
M1 PAM,-7,11,4,5,0,8,-6,0
M4 PAM,5,-2,0,8,5,-6,2,-5
M5 antag,5,6,-5,-13,3,-3,1,8
CHRM5 PAM,2,1,2,5,-5,2,-4,-3
CHRM4 antagonist,-3,-16,-11,-15,5,5,2,-3
CRFR2-BP ag,-0.4,3.4,-1.3,12,-0.5,-1.8,-3.1,·
CHRM5 agonist,-1,-2,-1,-2,-2,-6,-1,1
CHRM4 agonist,0,1,0,1,1,0,3,0

25. CC1=NOC(=O)/C1=C\c1ccc2c(c1)OCO2
26. CCOC(=O)C1CCN(C(=O)C2(NC(=O)NC3CCCCC3)CCCCC2)CC1
27. Cc1c(Cl)c(=O)oc2cc(OC(C)C)ccc12
28. CC(Sc1nnc2ccccn12)C(=O)N1CCc2ccccc2C1 (stereo unspecified)
29. S=c1[nH]nc(-c2cccnc2)n1/N=C/c1cccs1
30. CCCC(=O)Nc1cc(OC)c(C(=O)OC)cc1Cl
31. CC(=O)N1CCN(CC(C)(C)NS(=O)(=O)c2ccccc2)CC1
32. CCOC(=O)C1CCCN(C(=O)c2ccc(-c3ccccc3Cl)o2)C1 (stereo unspecified)
compound no.,25,26,27,28,29,30,31,32
CRFBP-R2 block,5,19,15,17,12,-9,0,16
M1 PAM,7,5,-7,-2,9,1,11,2
M4 PAM,-4,6,2,12,-8,2,11,-3
M5 antag,10,9,3,4,2,3,2,-5
CHRM5 PAM,-2,-1,-3,2,1,-1,7,0
CHRM4 antagonist,13,-7,10,9,9,-18,-18,-16
CRFR2-BP ag,1.5,0.2,-1.4,-1.3,-0.2,0.2,0.8,-0.7
CHRM5 agonist,-2,4,0,-2,-1,-2,2,0
CHRM4 agonist,1,0,-1,1,0,1,2,4

33. CCCCc1c(C)nc2ccccc2c1SCCC#N
34. CCCCNC(=S)NNC(=O)c1nn(C)cc1Cl
35. O=C(CCn1c2c(c3ccccc31)CCCC2)NNC(=O)c1ccccc1Cl
36. Cc1cc(C)cc(NC(=O)/C(C#N)=C/c2cn(CC(=O)NCc3ccco3)c3ccccc23)c1
37. COc1ccc(C(=O)NC2CCSC2=O)cc1 (stereo unspecified)
38. COc1cccc(/C=N/NC(=O)CC2C(=O)NN=C2C)c1O (stereo unspecified)
39. Cc1ccc(C(=O)NN(C)c2nc3ccccc3nc2C(F)(F)F)cc1
40. CCC(=O)N1CCc2cc(S(=O)(=O)Nc3ccc4c(c3)OCCO4)ccc21
compound no.,33,34,35,36,37,38,39,40
CRFBP-R2 block,-18,-8,-20,13,-5,-10,-4,9
M1 PAM,-8,6,9,9,-2,1,5,-6
M4 PAM,-3,1,-2,6,16,8,3,-7
M5 antag,10,7,-9,6,-15,-2,2,11
CHRM5 PAM,-8,-3,0,-1,1,0,-5,-17
CHRM4 antagonist,-4,-1,-2,-6,-25,4,6,5
CRFR2-BP ag,1.9,-0.2,-1.5,3.1,3.2,-0.7,-1.1,-1.4
CHRM5 agonist,-7,-7,-2,-1,-2,-2,1,0
CHRM4 agonist,3,1,3,1,0,0,1,11

41. CC1CCCN(CCC(=O)Nc2ccc(Br)cc2)C1 (stereo unspecified)
42. Cc1cc(C)n2c(Nc3ccc4c(c3)OCCO4)c(CCc3ccccc3)nc2n1
43. CC(/C=N/Nc1nncc(=O)[nH]1)=C\c1ccccc1
44. O=C(CCn1c(=O)c2ccccc2n(CC(=O)NC2CCCC2)c1=O)NCc1ccco1
45. Cc1cc(C)cc(NCc2cc(=O)oc3cc(C)c(O)cc23)c1
46. CCC(CC)C(=O)Oc1c(C(=O)N(C)C)cccc1-c1ccccc1
47. Cn1cccc1/C=N/NC(=O)c1cccs1
48. COC(=O)c1[nH]c2ccccc2c1NC(=O)CCN1CCSCC1
compound no.,41,42,43,44,45,46,47,48
CRFBP-R2 block,-17,·,20,-2,22,-4,5,2
M1 PAM,1,·,3,9,-6,16,-2,-2
M4 PAM,14,10,-8,12,-14,0,2,-4
M5 antag,2,-6,6,-3,24,15,-2,2
CHRM5 PAM,5,2,-4,1,-13,-6,1,-3
CHRM4 antagonist,7,-19,14,2,11,3,2,2
CRFR2-BP ag,18,·,-3.0,-1.1,-0.5,-0.1,-0.1,-1.7
CHRM5 agonist,-2,5,2,-2,-2,-3,-2,-8
CHRM4 agonist,2,-3,0,0,3,1,-1,1

Reformatted as a markdown table: two of the compounds above.
| item | molecule | CRFBP-R2 block | M1 PAM | M4 PAM | M5 antag | CHRM5 PAM | CHRM4 antagonist | CRFR2-BP ag | CHRM5 agonist | CHRM4 agonist |
| --- | --- | --- | --- | --- | --- | --- | --- | --- | --- | --- |
| 20 | CCCOC1CCCN(C(=O)c2ccc(OC3CCN(C(=O)COC)CC3)cc2)C1 (stereo unspecified) | -9 | 5 | 8 | -13 | 5 | -15 | 12 | -2 | 1 |
| 35 | O=C(CCn1c2c(c3ccccc31)CCCC2)NNC(=O)c1ccccc1Cl | -20 | 9 | -2 | -9 | 0 | -2 | -1.5 | -2 | 3 |

(next part)
49. CCn1cc(/C=C(\NC(=O)c2ccccc2Cl)C(=O)N2CCN(C)CC2)c2ccccc21
50. CSCCC(NS(=O)(=O)c1ccc(Cl)cc1)C(=O)OCC(=O)c1c(C)[nH]c2ccccc12 (stereo unspecified)
51. CCC(=O)N1CCc2cc(S(=O)(=O)CCC(=O)NCc3cccs3)ccc21
52. COc1ccc(-c2csc(Nc3ccc(C)cn3)n2)cc1
53. Cc1ccc(OCC(=O)N2N=C(c3ccncc3)CC2(O)C(F)(F)F)cc1C (stereo unspecified)
54. C[C@]12CCC(O)CC1CCC1C2CC[C@]2(C)C(c3cc(C(F)(F)F)n[nH]3)CCC12 (stereo partly specified)
55. CC(=O)c1cccc(NC(=O)N2CCCC2C(=O)Nc2cccc(C)c2C)c1 (stereo unspecified)
56. COc1ccccc1NS(=O)(=O)c1cccc(NS(=O)(=O)c2cc(C(=O)O)ccc2OC)c1
57. O=[N+]([O-])c1ccccc1Nc1ccccc1[N+](=O)[O-]
58. O=C(N/N=C/c1cn(Cc2ccccc2)c2ccccc12)c1cccnc1
59. COc1ccc(Nc2oc(-c3cccs3)nc2C#N)cc1
compound no.,49,50,51,52,53,54,55,56,57,58,59
CRFBP-R2 block,-1,-30,-4,-2,-3,-93,-30,12,-11,0,-1
M1 PAM,4,-6,-10,4,17,9,6,5,2,5,5
M4 PAM,-3,-13,-3,0,-8,-1,5,1,3,-6,8
M5 antag,5,26,19,-3,9,-5,-2,13,11,1,13
CHRM5 PAM,-3,-13,-6,14,-5,3,-2,-2,-6,-2,-1
CHRM4 antagonist,-8,33*,5,-10,-8,-16,-4,-4,-18,-1,5
CRFR2-BP ag,1.9,-1.9,0.9,-1.5,-0.5,54*,-0.9,2.1,-4.1,-0.2,2.0
CHRM5 agonist,-2,3,-3,10,1,-4,-7,-1,-1,1,-7
CHRM4 agonist,4,15,2,0,1,2,4,0,0,10,3
